Bioassay records: PubChem BioAssay, National Center for Advancing Translational Sciences (NCATS)
KDM5B inh – blocks human KDM5B histone demethylase activity; hit rate 2.6% among 220,000; KDM5B demethylase, FDH-coupled NADH fluorescence (FDH is formaldehyde dehydrogenase); Q9UGL1; Potency, µM (titrated, usually from 57.7 µM), inactives show top-dose activity change, negative = inhibition, usual class: inhibitors; active = well fitted inhibition curve with a large enough effect; inconclusive = small, poorly fitted or top-dose-only effect; inactive = no such curve, though single readings can be large or run the other way; also: 0% is about no effect; nearly all actives have a fitted effect of over 70% in size
Target sequence (Q9UGL1 whole entry, looked up): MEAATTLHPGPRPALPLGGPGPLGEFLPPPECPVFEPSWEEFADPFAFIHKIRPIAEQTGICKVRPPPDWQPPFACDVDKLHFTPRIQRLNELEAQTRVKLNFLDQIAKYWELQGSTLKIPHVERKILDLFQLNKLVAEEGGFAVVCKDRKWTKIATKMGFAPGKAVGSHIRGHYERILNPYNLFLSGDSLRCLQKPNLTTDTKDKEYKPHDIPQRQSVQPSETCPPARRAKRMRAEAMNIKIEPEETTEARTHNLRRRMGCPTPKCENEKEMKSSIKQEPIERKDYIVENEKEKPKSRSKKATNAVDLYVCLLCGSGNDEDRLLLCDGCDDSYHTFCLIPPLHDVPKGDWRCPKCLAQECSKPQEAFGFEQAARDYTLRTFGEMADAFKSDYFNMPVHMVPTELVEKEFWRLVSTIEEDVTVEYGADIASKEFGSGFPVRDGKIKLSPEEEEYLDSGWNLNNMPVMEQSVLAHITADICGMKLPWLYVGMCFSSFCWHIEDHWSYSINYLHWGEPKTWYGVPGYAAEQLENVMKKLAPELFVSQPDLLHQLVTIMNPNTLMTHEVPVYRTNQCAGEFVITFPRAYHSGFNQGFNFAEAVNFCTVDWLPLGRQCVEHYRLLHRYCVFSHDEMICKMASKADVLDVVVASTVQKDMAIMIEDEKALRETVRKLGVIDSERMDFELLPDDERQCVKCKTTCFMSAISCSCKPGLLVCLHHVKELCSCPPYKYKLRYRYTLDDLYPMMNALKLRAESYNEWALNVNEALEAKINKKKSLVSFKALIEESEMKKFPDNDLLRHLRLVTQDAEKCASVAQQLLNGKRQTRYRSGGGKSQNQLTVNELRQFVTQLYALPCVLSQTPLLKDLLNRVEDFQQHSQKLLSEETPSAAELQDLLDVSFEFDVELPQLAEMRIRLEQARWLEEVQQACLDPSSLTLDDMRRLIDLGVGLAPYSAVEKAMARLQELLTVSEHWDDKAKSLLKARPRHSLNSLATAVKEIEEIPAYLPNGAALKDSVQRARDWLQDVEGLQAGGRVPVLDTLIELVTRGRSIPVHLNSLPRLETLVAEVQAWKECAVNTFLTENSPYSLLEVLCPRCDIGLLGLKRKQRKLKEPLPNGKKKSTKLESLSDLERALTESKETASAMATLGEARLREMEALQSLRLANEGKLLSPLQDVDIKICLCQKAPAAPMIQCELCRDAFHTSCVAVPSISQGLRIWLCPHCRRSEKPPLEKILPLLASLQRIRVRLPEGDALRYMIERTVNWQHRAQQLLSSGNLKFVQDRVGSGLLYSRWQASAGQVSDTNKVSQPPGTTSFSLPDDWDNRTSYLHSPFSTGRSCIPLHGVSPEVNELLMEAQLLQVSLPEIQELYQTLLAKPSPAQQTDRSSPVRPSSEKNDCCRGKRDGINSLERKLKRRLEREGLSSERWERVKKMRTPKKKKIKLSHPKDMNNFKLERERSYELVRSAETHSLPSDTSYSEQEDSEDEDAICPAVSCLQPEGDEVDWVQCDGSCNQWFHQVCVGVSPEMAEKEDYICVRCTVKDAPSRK
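Compound dilutions met 200 nM (final) KDM5BΔAP for 10 min at room temperature before substrate addition. The substrate mix held 12.5 µM H3K4me3 with cofactors 25 µM α-ketoglutarate and 50 µM Fe²⁺. NADH signal gain over 30 min defined activity.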
* hit, by the source's call; ? = inconclusive; & = joins results of further samples; [ ] = remark or other dose. Potency is read from the fitted curve at half-maximal effect.

SMILES	KDM5B inh
O=C(Cn1nc(C(=O)O)c2ccccc2c1=O)Nc1ccc(Br)cc1	-10%&15%
COc1ccc(CCNC(=O)C23CC4CC(CC(C4)C2)C3)cc1	9%
CONC(=O)c1cccc(C#N)c1	22%
CN(C)C[C@@H]1CN(c2ccncn2)C[C@H]1NC(=O)c1ccc(F)cc1Cl	9%
Cc1cccn2c(=O)c(C=O)c(N3CCC4(CC3)OCCO4)nc12	10%
Cc1ccc(NC(=O)Cn2c(-c3ccc(F)cc3)nc(C)cc2=O)c(Cl)c1	-15%
CCOc1cccc2cc(C(=O)Nc3ccccc3C(C)(C)C)c(=O)oc12	-3%
Clc1ccccc1-c1nc(Nc2ccccc2)nc2ccc(Br)cc12	?
O=C(Cn1nc(-c2cccs2)c2ccccc2c1=O)NCCc1ccc(Cl)cc1	3%
Cc1cc(C)cc(OCC(=O)Nc2cccc(-c3nc4ccccc4o3)c2)c1	-1%
CCn1nc(C(=O)OCC(=O)Nc2cc(C(F)(F)F)ccc2Cl)c2ccccc2c1=O	3%
COc1nccnc1NC1CCN(C(=O)COc2ccccc2C)CC1	32µM*
C/C=C/C=C/C(=O)NC(C)c1cc(F)ccc1F (stereo not drawn)	9%
O=C(c1cc(F)ccc1F)N1CCCC(Cc2nc(C3CCOCC3)no2)C1 (stereo not drawn)	?
COC(=O)C1CN(C(=O)COc2ccc(Cl)cc2C)c2ccccc2O1 (stereo not drawn)	-3%
COCCN1CC(CO)C2(CCN(Cc3ccc(C#N)cc3)CC2)C1 (stereo not drawn)	?
Cc1cccc(C(=O)N(Cc2ccco2)C2CC2)c1	9%
CC(=O)N1C=Cc2ccccc2C1CC(=O)Nc1ccc(S(=O)(=O)N2CCC(C)CC2)cc1 (stereo not drawn)	-14%
CCC(Oc1ccccc1F)C(=O)Nc1ccccc1Cl (stereo not drawn)	10%
CC(C)NC(=O)CSCc1coc(-c2ccc(Cl)cc2)n1	-6%
O=C(O)c1ccccc1SC(F)F	27%
Cc1ccc(F)cc1S(=O)(=O)N1CCC(CC(=O)NCc2ccccc2)C1 (stereo not drawn)	10%
COc1ccc(C(=O)N2N=C(c3ccccc3)CC2c2ccc3nccnc3c2)cc1 (stereo not drawn)	-21%
O=C(NCCc1ccco1)C1CC(=O)N(c2n[nH]c3cccc(F)c23)C1 (stereo not drawn)	?
Cc1cc(C(=O)NNS(=O)(=O)c2ccc(F)cc2)nn1C(C)(C)C	13%
COc1cccc(CNC(=O)c2ccc(NC(=O)N3CC(C)Sc4ccccc43)cc2)c1 (stereo not drawn)	-20%
CC(=O)c1ccc(NC(=O)CSc2nnc(-c3ccncc3)n2C2CC2)cc1	15%
Cn1cc([C@@H](NC(=O)c2nc3ccccc3[nH]c2=O)C2CC(O)C2)cn1 (stereo partly drawn)	32µM*
O=C(NCCC1CCCCC1)c1c[nH]c2ncccc12	-23%[86.2 µM]
O=C(CC1CCCCC1)NNC(=O)c1cccc(Cl)c1	-15%
Cc1ccc(S(=O)(=O)NCC(C)NC(=O)CN2CCOCC2)cc1 (stereo not drawn)	-7%
Cc1ccc2oc(C(=O)N(C)Cc3nc(-c4cccnc4)no3)c(C)c2c1	34%[activator]
CCN1C(=O)COc2ccc(NC(=O)c3oc4cc(C)cc(C)c4c3C)cc21	8%
COc1ccc(OCC(=O)Nc2ccc3nn(-c4ccc(OC)cc4)nc3c2)cc1	?
CC(C)NC(=O)N(C1CCOCC1)C1CN(C(=O)c2ccnn2C)C1	-4%
COc1cc(/C=C2\SC(N3CCC(C)CC3)=NC2=O)ccc1O	-5%

In another format: entries from further up
SMILES | KDM5B inh
CCC(Oc1ccccc1F)C(=O)Nc1ccccc1Cl (stereo not drawn) | 10%
CC(C)NC(=O)CSCc1coc(-c2ccc(Cl)cc2)n1 | -6%
O=C(O)c1ccccc1SC(F)F | 27%
Cc1ccc(F)cc1S(=O)(=O)N1CCC(CC(=O)NCc2ccccc2)C1 (stereo not drawn) | 10%
COc1ccc(C(=O)N2N=C(c3ccccc3)CC2c2ccc3nccnc3c2)cc1 (stereo not drawn) | -21%
O=C(NCCc1ccco1)C1CC(=O)N(c2n[nH]c3cccc(F)c23)C1 (stereo not drawn) | ?
Cc1cc(C(=O)NNS(=O)(=O)c2ccc(F)cc2)nn1C(C)(C)C | 13%
COc1cccc(CNC(=O)c2ccc(NC(=O)N3CC(C)Sc4ccccc43)cc2)c1 (stereo not drawn) | -20%
CC(=O)c1ccc(NC(=O)CSc2nnc(-c3ccncc3)n2C2CC2)cc1 | 15%
Cn1cc([C@@H](NC(=O)c2nc3ccccc3[nH]c2=O)C2CC(O)C2)cn1 (stereo partly drawn) | 32µM*
O=C(NCCC1CCCCC1)c1c[nH]c2ncccc12 | -23%[86.2 µM]
O=C(CC1CCCCC1)NNC(=O)c1cccc(Cl)c1 | -15%
Cc1ccc(S(=O)(=O)NCC(C)NC(=O)CN2CCOCC2)cc1 (stereo not drawn) | -7%
Cc1ccc2oc(C(=O)N(C)Cc3nc(-c4cccnc4)no3)c(C)c2c1 | 34%[activator]
CCN1C(=O)COc2ccc(NC(=O)c3oc4cc(C)cc(C)c4c3C)cc21 | 8%
COc1ccc(OCC(=O)Nc2ccc3nn(-c4ccc(OC)cc4)nc3c2)cc1 | ?
CC(C)NC(=O)N(C1CCOCC1)C1CN(C(=O)c2ccnn2C)C1 | -4%
COc1cc(/C=C2\SC(N3CCC(C)CC3)=NC2=O)ccc1O | -5%

Later entries:
SMILES	KDM5B inh
Cn1c(=O)c2nc(SCC(=O)N3CCOCC3)n(C)c2n(C)c1=O	-1%
COCCC1(NC(=O)c2ccco2)CCN(S(C)(=O)=O)CC1	-8%
COC(=O)C1=CN(c2ccc(Cl)cc2)C=C(C(=O)OC)C1c1ccc([N+](=O)[O-])cc1	?
CC(C)N(Cc1ccccc1)C(=O)c1cc2ccc3cccnc3c2[nH]1	-17%
Cc1ccc2c(c1)-c1c(c(C(=O)NCCc3ccccc3)nn1C)CS2	?
COC[C@@H]1OC[C@@]2(C)C3CC[C@@H](O)[C@@H](CC(=O)N4CCCCC4)[C@]3(C)CC[C@H]2O1 (stereo partly drawn)	-10%[86.2 µM]
O=C1NC2(CCN(Cc3cncs3)CC2)Oc2ccccc21	-13%[86.2 µM]
Cc1cc(Br)ccc1NC(=O)COc1cc(=O)n(C)c2ccccc12	-27%
CCOC(=O)CN1C(=N)N(c2nc(NC(C)C)nc(OC)n2)CC1=O	12%
COc1cccc(Nc2ccc3c(n2)C(C)(C(=O)NC2CCN(C)CC2)CN(C)C3)c1 (stereo not drawn)	-28%[86.2 µM]
O=C1Cc2c(-c3ccccc3OCc3ccccc3)n[nH]c2CN1CC1CCOCC1	?
Cc1ccc(-c2nnc(C3CN(C(=O)Cc4cccc(F)c4)CC34CCOCC4)o2)cc1 (stereo not drawn)	3%
CCOC(=O)c1c(SCC(=O)Nc2nccs2)nc(C)c(C)c1C	5%
Cc1ccc(C(=O)N2C[C@H]3CN(C4CCOCC4)C[C@@]3(C(=O)O)C2)cc1	34%[activator]
COCCN(C)C[C@@H]1CN(C(=O)c2ccc(Cl)cc2)C[C@@H]1CO	4%
COc1ccccc1CCC(=O)N[C@@H]1CN(c2ncccn2)C[C@H]1CN(C)C	32µM*
Cn1c(Cn2c3ccccc3c3ccccc32)n[nH]c1=S	?
O=C(NCCCc1nc2ccccc2n1Cc1ccc(Cl)cc1)C1CCCCC1	1%
Cc1cc(=O)oc(C)c1C(=O)OCC(=O)NCC1CCCO1 (stereo not drawn)	14%
CCCCNC(=O)c1ccc2c(c1)N(CC)C(=O)c1ccccc1S2	-14%
CC(C)(C)CC(=O)N1CCC(N2CC3CC(C2)[C@H]2CCCC(=O)N2C3)CC1 (stereo partly drawn)	-27%
COc1ccc(N2C(=O)CSC23CCN(C(=O)Nc2ccc(C)cc2)CC3)cc1	-7%
Nc1cc(=O)[nH]c(SCc2cccc(Br)c2)n1	8%
Cc1ccc(C(=O)NCc2sccc2C)cn1	6%
CN(C)CCCN1C(=O)C(O)=C(C(=O)c2cc3ccccc3o2)C1c1ccccn1 (stereo not drawn)	3%
COc1ccc(CCNC(=O)C2CCCN(S(=O)(=O)c3ccc4c(c3)oc(=O)n4C)C2)cc1OC (stereo not drawn)	1%
COc1ccccc1NC(=O)c1oc2ccccc2c1NC(=O)c1cccc(OC)c1OC	5%
COC(=O)c1ccccc1C(=O)N1CCCC(CCC(=O)Nc2ccc(F)cc2C)C1 (stereo not drawn)	-13%
O=C(c1ccco1)N1CCC(c2noc(CO)n2)C1 (stereo not drawn)	14%
O=c1cc(N/N=C/c2ccccc2)[nH]c(=O)[nH]1	?
O=C1Nc2ccccc2CN(Cc2ccccc2)C12CCNC2 (stereo not drawn)	?
NC(=O)COc1cccc(C(=O)N2CCC3(CC2)OCCCC3O)c1 (stereo not drawn)	43%[activator]
O=C(/C=C/c1ccc(-c2cccc(Cl)c2)o1)c1cc(Cl)ccc1Cl	-27%
Cc1ccc(CNC(=O)CC2CCCN(c3cnn(C)c(=O)c3)C2)cc1C (stereo not drawn)	26%
C=C(C)COc1ccc(C(=O)N2CCN3C(=O)CN(C)C(=O)C3C2)cc1 (stereo not drawn)	25%
COCC1CCN(C(=O)c2ccc(OC)c(OC3CCN(C(C)C)CC3)c2)CC1	-5%
CCCNC(=O)C1CCC(CNS(=O)(=O)c2ccc3c(c2)CC(C)N3C(C)=O)CC1 (stereo not drawn)	-11%
COc1ccc(-n2c(=O)c3c(n2Cc2ccccc2)CN(Cc2ccc(F)cc2)CC3)cc1	-15%
O=S(=O)(Cc1coc(-c2ccccc2)n1)CC1CCCO1 (stereo not drawn)	11%
CCCCCNC(=O)C1CCC(Cn2c(=O)c3sccc3n(CC(=O)N3CCCC3)c2=O)CC1 (stereo not drawn)	4%
Cc1ccc(Nc2cc(C)nc3c(C)c(C)ccc23)cc1	-10%
CC(C)(C)C(=O)N1N=C(c2cccs2)CC1c1ccc2nccnc2c1 (stereo not drawn)	7%
O=C(N[C@H]1[C@H](O)[C@H](O)C[C@@H]1c1ccc(C(F)(F)F)cc1)c1ccc2c(c1)OCCO2	1%[86.2 µM]
CCCCNc1nc2c(c(=O)n(Cc3cccc(Br)c3)c(=O)n2C)n1C	-10%
CC(C)N1CCC[C@H]1c1nc(-c2ccc(OC3CCCCC3)nc2)no1	-33%[86.2 µM]
O=c1ccc(S(=O)(=O)N2CCCC2)cn1Cc1ncc(-c2ccc(F)cc2)o1	-13%
CCc1cccc(CC)c1NC(=O)COC(=O)c1ccc2ccccc2n1	-10%
C[C@H](O)CNC(=O)C(=O)Nc1ccc(C(F)(F)F)nc1	10%
Cc1ccc(Cl)cc1-n1nc(-c2c(C)nc3scc(CC(=O)NCC(C)C)n3c2=O)cc1C	22µM*
O=c1[nH]nc2n1CCNCC2	230%[activator]
COc1ccccc1/C=[N+](\[O-])C1SC(=S)N(C)C1(C)C (stereo not drawn)	-7%
O=C(CC1CCCN(c2cnn(CC3CC3)c(=O)c2)C1)Nc1cccc(F)c1 (stereo not drawn)	3%
O=C(C1=C(OC(=O)c2ccco2)c2ccccc2S(=O)(=O)N1Cc1ccccc1)c1ccccc1	-1%
Cc1noc(C)c1CN1CCC2(CC1)C(C(=O)O)CC(=O)N2C (stereo not drawn)	2%
COc1ccc(COc2ccc(C#N)cc2Cl)cc1F	21%
CCC(=O)N1CCC2(CC1)CC(N1CCCCC1)CCO2 (stereo not drawn)	-10%
O=C(NCCc1ccc(F)cc1)c1cc(=O)[nH]c2ccccc12	12%
c1ccc(-c2nnc3ccc(-c4ccoc4)nn23)nc1	32µM*
COc1cccc2cc(C(=O)Nc3ccccc3Oc3ccccc3)c(=O)oc12	?
O=C([C@@H]1C[C@H](Oc2cccnc2)CN1C(=O)CN1CCCCCC1)N1CCCC1	-19%

Carrying on.
SMILES	KDM5B inh
Cc1cc(C)n(CC(=O)N[C@@H]2CN(Cc3cccnc3)C[C@H]2CN(C)C)n1	-9%
CCOc1ccccc1NC(=O)N1CCC(OC2CCN(S(C)(=O)=O)CC2)CC1	-39%
Cn1nnc2c(N3CCCCC3)ncnc21	-3%
CC(=O)N1CCN(S(=O)(=O)c2ccc(C)c3ncccc23)CC1	17%
CC(C)(C)OC(=O)N1CC(NCc2cccc(F)c2F)C1	0%[149 µM]
Cc1ccc(OCc2nc(-c3cc(C)nc4ccccc34)no2)c(C)c1	17%
O=C(c1ccccn1)N1CCCN(c2cc(-c3ccc(Cl)cc3)[nH]n2)CC1	-2%
Nc1ccccc1C1CC1	-13%
Cn1c(CO[C@H]2CN(C(=O)c3ccno3)C[C@H]2F)nc2ccccc21	-11%[86.2 µM]
Cc1cccc(C(=O)N2CCC(OC3CCN(Cc4ccccc4)CC3)CC2)c1	13%
O=C(Cc1ccsc1)NCC1CCCCC(=O)N1 (stereo not drawn)	-1%
Cc1c(-c2nsc(NC(=O)c3cccs3)n2)nnn1-c1ccc(Cl)cc1	?
O=C(NC1CCCCC1)C(c1cccnc1)N(C(=O)c1csnn1)c1ccccc1F (stereo not drawn)	-1%
Cc1nc(CSc2ccc(C(=O)NC3CCCC(C(F)(F)F)C3)cc2)cs1 (stereo not drawn)	29%
COCCN1C(=O)CC[C@]2(C(=O)NCCc3ccccc3)CCCC[C@@H]12	-14%
Cc1ccc(NC(=O)C2CCCN(c3cnccn3)C2)cc1Cl (stereo not drawn)	?
COc1ccc(OC)c(C(C)NC(=O)CCc2cccs2)c1 (stereo not drawn)	-4%
O=C(CSc1nnc(-c2cccs2)n1C1CC1)N1CCN(c2ccc(F)cc2)CC1	-4%
CN1C(=O)c2[nH]nc(-c3ccc(F)cc3)c2C1c1ccccn1 (stereo not drawn)	4%
COc1cccc(C(=O)N2CCC(N3C[C@H](O)C[C@H]3C(=O)NCC3CC3)CC2)c1	-8%
Cc1cc2c(c(=O)n1Cc1ccccn1)C(c1ccco1)C(C#N)=C(N)O2 (stereo not drawn)	?
COc1ccc(NC(=O)c2cc(-c3ccc[nH]3)n[nH]2)cc1F	-14%

A portion of the library (hit frequency here may not be typical).
